# GAA glycogen mod – qHTS Assay for Inhibitors and Activators of Human alpha-Glucosidase Cleavage of Glycogen | Lysosomal alpha-glucosidase (Homo sapiens), P10253 | recombinant GAA, glycogen substrate, Amplex Red glucose oxidase fluorescence | Potency, µM (doses to about 76.4 µM), for the others: at the top dose activity change, negative = inhibition, actives largely listed as inhibitors | hit rate 0.38% among 300,000 | AID 2100, 2009;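 note: 0% = full enzyme reaction and -100% = no-enzyme basal signal; the screen sought inhibitors and activators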
#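 Natural-substrate format: glycogen cleavage by 4 nM human enzyme, glucose read by Amplex Red coupling (Ex 573, Em 610 nm). Normalized to enzyme and no-enzyme controls.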
# KDM4E inh – qHTS Assay for Inhibitors of Human Jumonji Domain Containing 2E (JMJD2E). JMJD2E catalytic domain, FDH-coupled NADH fluorescence (FDH is formaldehyde dehydrogenase). hit rate 1.6% among 230,000. Potency, µM (highest dose often 57.1 µM), inactives show top-dose activity change, negative = inhibition, most hits filed as inhibitors; active = well fitted inhibition curve with a large enough effect, not every such curve was filed as active; inconclusive = small, poorly fitted or top-dose-only effect, or another doubt; inactive = no such curve, though single readings can be large or run the other way;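 note: 0% = wells with enzyme and -100% = buffer wells without enzyme; nearly all actives have a fitted effect of over 50% in size; many of its hits are not listed in these tables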
# aGal spleen mod – qHTS Assay for Inhibitors and Activators of Human alpha-Galactosidase From Spleen Homogenate | AID 2107, 2009 | Potency, µM (series often up to 80 µM), for inactives: at the top dose activity change, negative = inhibition, most hits filed as inhibitors | Alpha-galactosidase A (Homo sapiens), P06280 | human spleen homogenate, 4MU-alpha-Gal fluorescence, 40 min | hit rate 0.008% among 240,000;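 note: 0% = enzyme with vehicle and -100% = no enzyme basal signal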
# Target sequence (P06280 32-429 limits assumed): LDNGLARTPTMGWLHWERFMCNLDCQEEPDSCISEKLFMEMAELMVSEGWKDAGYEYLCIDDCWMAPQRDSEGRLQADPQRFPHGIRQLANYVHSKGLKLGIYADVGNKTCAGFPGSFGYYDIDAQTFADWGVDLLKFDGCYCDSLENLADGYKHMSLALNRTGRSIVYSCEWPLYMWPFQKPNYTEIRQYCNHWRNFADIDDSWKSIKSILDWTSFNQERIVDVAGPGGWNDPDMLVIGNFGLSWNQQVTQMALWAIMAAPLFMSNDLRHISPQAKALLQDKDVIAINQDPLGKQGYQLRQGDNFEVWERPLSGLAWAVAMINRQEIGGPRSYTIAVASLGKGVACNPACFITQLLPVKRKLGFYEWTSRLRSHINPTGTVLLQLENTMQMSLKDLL
#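 Human spleen homogenate (1 ug) as enzyme source, 4-methylumbelliferyl-alpha-D-galactopyranoside 1 mM final, citrate/phosphate pH 5.0 with 0.01% Tween-20. Compounds 40 min at 37C, NaOH/glycine stop; fluorescence Ex 365/Em 440, Hill-fit AC50.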
# aGlu spleen mod – qHTS Assay for Inhibitors and Activators of Human alpha-Glucosidase From Spleen Homogenate | Lysosomal alpha-glucosidase (Homo sapiens), P10253 | human spleen homogenate, 4-MU-alpha-glucoside fluorescence | Potency, µM (top dose mostly 79.9 µM), for the others: at the top dose activity change, negative = inhibition, most hits filed as inhibitors | hit rate 0.006% among 240,000;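 note: 0% = enzyme with vehicle and -100% = no enzyme basal signal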
#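 Human spleen homogenate (1 ug) incubated with compounds and 1 mM 4-methylumbelliferyl-alpha-D-glucopyranoside in pH 5.0 citrate/phosphate buffer, 37 C, 40 min. Stopped at pH 10; 4-MU fluorescence (Ex 365/Em 440 nm); AC50 by Hill fit.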
# GAA inh – qHTS Assay for Inhibitors of Human alpha-Glucosidase as a Potential Chaperone Treatment of Pompe Disease; Lysosomal alpha-glucosidase (Homo sapiens), P10253; purified human GAA, 4-MU-alpha-glucoside fluorescence; Potency, µM (series often up to 76.9 µM), without a hit: top-dose activity change, negative = inhibition, hits mostly inhibitors; hit rate 0.005% among 200,000; AID 1466, 2008;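 note: plate controls were uninhibited enzyme wells for no effect and no-enzyme background for full effect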
#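 Fluorogenic assay: 4 nM human alpha-glucosidase with 400 uM 4-methylumbelliferyl-alpha-D-pyranoside in 50 mM citrate/phosphate, 0.005% Tween-20, pH 5.0, 20 min at room temperature. Compounds tested up to 77 uM; AC50 from Hill fits.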
# SMN2 splice up – qHTS Assay for Enhancers of SMN2 Splice Variant Expression; Potency, µM (titrated, usually from 46.1 µM), without a hit: at the top dose activity change, positive = activation, usual class: activators; hit rate 2.8% among 210,000; AID 1458, 2008; HEK293 SMN2-luciferase splicing reporter, luminescence, 30-36 h; note: % of control where 0% means no effect; nearly all actives have a fitted effect of over 55% in size
#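 HEK293 cells carry an SMN2 […]–luciferase reporter in which exon 7 inclusion puts luciferase in frame. Cells were plated 10-12 h before compound addition, then incubated 30-36 h at 37C. ONE-Glo luminescence was read; sodium butyrate at 4.5 mM final served as control.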
# GoLoco inh red – qHTS Assay for Inhibitors of RGS12 GoLoco Motif Activity (Red Fluorophore) | Guanine nucleotide-binding protein G(i) subunit alpha-1 (Homo sapiens), P63096 | Gai1:RGS12 GoLoco peptide FP, rhodamine, 10 min | Potency, µM (titrated, usually from 61.6 µM), for inactives: at the top dose activity, negative = inhibition, actives largely listed as inhibitors | hit rate 0.44% among 230,000; active = well fitted inhibition curve with a large enough effect, not every such curve was filed as active; inactive = no such curve, though single readings can be large or run the other way; note: % is set by controls: 0 for no effect and ±100 for the full control effect; nearly all actives have a fitted effect of over 30% in size; many of its hits are not listed in these tables
# ALDH1A1 block – qHTS Assay for Inhibitors of Aldehyde Dehydrogenase 1 (ALDH1A1) | Aldehyde dehydrogenase 1A1 (Homo sapiens), P00352 | Purified ALDH1A1, NADH fluorescence, propionaldehyde substrate | hit rate 7.3% among 220,000 | Potency, µM (series often up to 75.3 µM), without a hit: at the highest dose activity, negative = inhibition, usual class: inhibitors; active = well fitted inhibition curve with a large enough effect, not every such curve was filed as active; inconclusive = small, poorly fitted or top-dose-only effect, or another doubt; inactive = no such curve, though single readings can be large or run the other way;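 note: plate controls were no enzyme wells and a reference inhibitor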
# Target sequence (P00352 whole entry, looked up): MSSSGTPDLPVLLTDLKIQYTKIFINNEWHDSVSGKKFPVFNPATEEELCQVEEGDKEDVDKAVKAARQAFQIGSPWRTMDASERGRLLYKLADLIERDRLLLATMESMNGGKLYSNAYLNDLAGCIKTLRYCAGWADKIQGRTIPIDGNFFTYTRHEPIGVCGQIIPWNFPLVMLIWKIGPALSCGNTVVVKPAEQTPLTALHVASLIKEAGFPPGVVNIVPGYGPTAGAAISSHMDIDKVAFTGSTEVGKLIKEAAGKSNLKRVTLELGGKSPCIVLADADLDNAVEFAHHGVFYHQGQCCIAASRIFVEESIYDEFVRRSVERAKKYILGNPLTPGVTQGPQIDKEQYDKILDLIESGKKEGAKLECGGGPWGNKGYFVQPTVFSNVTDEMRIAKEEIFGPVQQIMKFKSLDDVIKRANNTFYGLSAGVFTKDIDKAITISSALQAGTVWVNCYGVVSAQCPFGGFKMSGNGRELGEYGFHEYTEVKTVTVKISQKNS
# Starred values were filed as active, the others as inactive; ? = inconclusive; nt = not tested or not shown; [ ] = dose if it differs, or a comment. Unless noted, calls come from the whole dose curve; as a rule, active = well fitted curve in the direction sought with a large enough effect; inconclusive = small, poorly fitted or top-dose-only effect, or another doubt; inactive = no such curve, though single readings can be large; an effect the other way counts as inactive or inconclusive. Potency is the fitted concentration of half-maximal effect. Some of the compounds tested. The share of hits here may be higher or lower than overall.
SMILES,GAA glycogen mod,KDM4E inh,aGal spleen mod,aGlu spleen mod,GAA inh,SMN2 splice up,GoLoco inh red,ALDH1A1 block
Cc1cccc(N/N=C/c2ccccc2O)c1,-6%,-10%,-5%,-4%,-2%,11µM*,15%,25µM*
CC12CC(c3ccccc3O1)N(C(=O)c1ccco1)C(=S)N2c1ccccc1 (configuration not stated),6%,3%,-8%,-1%,1%,3%,8%,9%
O=C(N/N=C/c1cccc(O)c1)NC1CCCCC1,6%,5%,2%,11%,10%,30%,14%,1%
COc1ccc2[nH]c3c(=O)n(Cc4ccc(C(=O)NCC5CCCO5)cc4)c(=S)[nH]c3c2c1 (configuration not stated),-4%,?,-19%,-7%,2%,4%,4%,-8%
CCOc1ccc(CCNC(=O)C2CCN(c3nnc(-n4cccc4)s3)CC2)cc1OCC,2%,-11%,2%,-2%,?,-30%,8%,3%
Fc1cccc(Cl)c1-c1nnc2ccc3ccccc3n12,-6%,-6%,-5%,-4%,-4%,-51%[inhibitor],6%,13%
Cc1[nH]c2ccccc2c1C(c1ccncc1)N1CCCCC1 (configuration not stated),-23%,0%,-4%,5%,1%,10%,4%,-6%
Cc1cc(C)nc(SCC(=O)N/N=C/c2cc(C)n(-c3ccccc3C)c2C)n1,4%,2%,-8%,1%,-14%,-14%,-2%,10µM*
O=C(NC1CCCCCCC1)C1CCCN(S(=O)(=O)c2cnc[nH]2)C1 (configuration not stated),-16%,1%,3%,6%,-1%,29%,4%,1%
CCN1CCN(c2ncnc3c2sc(=S)n3-c2ccccc2)CC1,-3%,1%,0%,3%,-2%,-27%,9%,?
COc1ccc(C(=O)NCC(=O)N2CCCCC2)cc1OC,-1%,-1%,3%,0%,5%,-24%,9%,3%
O=C(NCCN1C(=O)CCC1=O)c1ccncc1,9%,-11%,4%,-3%,5%,nt,nt,4%
O=C1CN(O)C=C2N=c3ccccc3=C2N1c1ccc([N+](=O)[O-])cc1,-2%,13%,7%,5%,-5%,7%,-1%,4%
COC(=O)C(NC(=O)c1ccc(Cl)cc1)(Nc1nc(C)cs1)C(F)(F)F (configuration not stated),-16%,1%,-12%,-6%,-7%,5%,-2%,9%
CCOC(=O)CSc1nnc(-c2ccoc2C)n1-c1ccc(C)cc1,6%,-10%,-2%,-6%,1%,6%,6%,4%
COc1ccc2oc(C(=O)NC(C)(C)C)c(C)c2c1,3%,?,-6%,-3%,-1%,13µM*,-15%,?
Cn1nnnc1SCC(=O)NC(=O)Cc1ccccc1,4%,-2%,0%,-11%,-2%,-5%,-6%,15%
CC(=O)Nc1ccc(S(=O)(=O)Nc2nc3ccccc3nc2Nc2ccc(S(N)(=O)=O)cc2)cc1,11%,?,0%,-8%,?,5%,-11%,?
Cc1ccc(NC=C(S(=O)(=O)c2ccccc2)S(=O)(=O)c2ccccc2)c(C)c1,-4%,-8%,9%,9%,-4%,-23%,5%,-2%
COc1ccc(NS(=O)(=O)c2c(C)[nH]c(=O)[nH]c2=O)c(OC)c1,3%,1%,-1%,2%,-4%,5%,-1%,3%

# With a hit mark in SMN2 splice up (from the list above):
Structure | KDM4E inh | aGal spleen mod | aGlu spleen mod | GAA inh | SMN2 splice up | GoLoco inh red | ALDH1A1 block
Cc1cccc(N/N=C/c2ccccc2O)c1 | -10% | -5% | -4% | -2% | 11µM* | 15% | 25µM*
COc1ccc2oc(C(=O)NC(C)(C)C)c(C)c2c1 | ? | -6% | -3% | -1% | 13µM* | -15% | ?

# (more compounds)
SMILES,GAA glycogen mod,KDM4E inh,aGal spleen mod,aGlu spleen mod,GAA inh,SMN2 splice up,GoLoco inh red,ALDH1A1 block
COc1ccc2nc(Cl)c(C3CC(c4ccco4)=NN3C(=O)CCCC(=O)O)cc2c1 (configuration not stated),4%,-18%,-7%,-4%,nt,nt,3%,nt
CCc1ccc(OCC(=O)NCCOc2ccccc2)cc1,-14%,?,5%,-9%,-4%,10%,6%,-2%
Cn1c2ccccc2c2nnc(SCc3ccc4nonc4c3)nc21,1%,-1%,-1%,-2%,2%,?,13%,9%
Cc1cc(C)c(NS(=O)(=O)c2ccc(Cl)c(C(=O)O)c2)c(C)c1,-8%,-4%,8%,8%,-7%,3%,-2%,6%
NCC(O)(CS(=O)(=O)O)c1ccc(Cl)cc1 (configuration not stated),nt,-2%,16%,3%,nt,-8%,102%[activator],-7%
N#Cc1c(N)nc(SCC(=O)NC2CCCCC2)c(C#N)c1-c1ccc(Cl)cc1,13%,-20%,-5%,-3%,-1%,-2%,4%,8%
COc1cccc(N2CCN(C(=O)c3nc4nc(C)cc(C)n4n3)CC2)c1,22%,8%,1%,5%,0%,5%,5%,16%
COc1ccc(C(=O)N2C(=S)NC(=O)/C2=C\c2ccc(C)cc2)cc1,4%,0%,13%,1%,2%,24%,182%[activator],?
COc1cc(OC)cc(C(=O)Nn2cc(C(=O)Nc3c(F)cccc3F)c3ccccc3c2=O)c1,3%,-9%,-4%,-2%,-5%,-24%,8%,11%
COc1cccc(NC(=O)N2CCC(C(=O)Nc3ccc(C)cc3C)CC2)c1,11%,-2%,-3%,-9%,-4%,-9%,1%,-3%
CCC(C)Nc1nc(Cl)nc(N(C#N)CN2C(=O)c3ccccc3S2(=O)=O)n1 (configuration not stated),-19%,14%,8%,-2%,2%,8%,8%,13µM*
O=C(Nc1ccc2nc(-c3ccc(Br)o3)[nH]c2c1)c1ccco1,-12%,-6%,4%,5%,-8%,-2%,14%,-9%
CC(=O)N1CCc2cc(Br)cc(S(=O)(=O)CCC(=O)Nc3c(C)n(C)n(-c4ccccc4)c3=O)c21,7%,8%,-8%,-8%,2%,-47%[inhibitor],-21%,?
Clc1ccc(OCCn2cnc3ccccc32)c(Cl)c1,-3%,-4%,11%,-5%,3%,21%,2%,10%
COc1cc(C(=O)NCc2ccc(-c3nc4ccccc4s3)cc2)cc(OC)c1OC,1%,?,5%,3%,3%,18µM*,-5%,2%
COC(=O)c1ccccc1N1C(=O)C2C(C1=O)[C@H]1C=C[C@@H]2C1 (some centres not stated),3%,-1%,4%,-3%,-4%,?,3%,6%
CCc1n[nH]c(=S)n1/N=C/c1ccc(N(CC)CC)cc1,?,?,-11%,-9%,-7%,1%,-3%,10µM*
O=C(Nc1cccc2ccccc12)NC1CCCc2ccccc21 (configuration not stated),?,?,15%,0%,-10%,?,2%,?
CCN(C(=O)CSc1cc(C)c2cccc(C)c2n1)C1CCS(=O)(=O)C1 (configuration not stated),4%,7%,-5%,-3%,10%,-34%[inhibitor],1%,2%
O=C(NCCSc1ccccn1)c1ccc(Cl)cc1Cl,4%,-7%,-1%,-2%,4%,3.2µM*,-5%,5%
Cc1ccc(NC(=O)c2cc(N3CCOCC3)nc3ccccc23)cc1,-7%,?,2%,-3%,-3%,-9%,3%,-4%
O=C(Nc1ccc(S(=O)(=O)Nc2nccs2)cc1)c1cc(-c2ccncc2)nc2ccccc12,-5%,-6%,-3%,9%,nt,nt,24%,nt
CCC(=O)Nc1c(C#N)c2nc3ccccc3nc2n1C1CCCCC1,5%,?,-1%,-8%,15%,3%,9%,?
O=C(NC(=S)NCCc1ccccn1)c1ccccc1,1%,7%,-4%,-2%,-3%,27%,1%,-2%
O=C(N/N=C/c1ccco1)C12CC3CC(CC(C3)C1)C2,-8%,12%,0%,1%,0%,nt,4%,?
Cc1ccc(-n2c(-c3ccccc3)c[n+]3c2CCc2ccccc2-3)c(C)c1,4%,-25%,-10%,-3%,4%,-87%[inhibitor],-3%,10%
CC(=O)c1cccc(NC(=O)C2CCCN2S(=O)(=O)c2cccc3nsnc23)c1 (configuration not stated),4%,-1%,5%,0%,-2%[15.4 µM],-14%,10%,-29%
Nc1c(C(=O)NC2CC2)c2nc3ccccc3nc2n1-c1ccc2c(c1)OCO2,5%,?,23%,-4%,-1%,-10%,-49%,?
COCCn1nnnc1CN(Cc1ccco1)Cc1cc2cc3c(cc2[nH]c1=O)OCO3,-10%,?,7%,2%,-4%,-21%,5%,?
Cc1cc2c(cc1C)NC1(C(=O)Nc3ccccc31)C1=C(CC(C)(C)CC1=O)N2 (configuration not stated),6%,-8%,-3%,-4%,-3%,1%,8%,-4%
COc1ccc(N2CCN(C(=O)CN3C(=O)C4CC=CCC4C3=O)CC2)cc1 (configuration not stated),-10%,-7%,-1%,5%,4%,-13%,4%,-11%
Cc1nn(-c2ccc(F)cc2)c(C)c1/C=C/C(=O)N1CCNC(=O)C1,5%,4%,2%,5%,-4%,-19%,-4%,-12%
CCOC(=O)c1ccc(COC(=O)CCc2nc3ccccc3[nH]c2=O)o1,0%,?,-3%,-23%,-11%,4%,9%,-14%
CC(C)Cc1nnc(NC(=O)CSc2nc(O)c(Cc3ccccc3)c(=O)[nH]2)s1,-8%,-13%,5%,6%,4%,18%,17%,-4%
Fc1ccccc1Cc1noc(CN2CCC(OCc3cccnc3)CC2)n1,-8%,6%,0%,-4%,?,nt,3%,?
CC(C)(C)NC(=O)c1cccc(NC(=O)c2ccc(NC(=O)c3ccco3)cc2)c1,-1%,-5%,0%,-10%,-18%,?,13%,-13%
CCn1ccnc1C(O)c1cccc(OC)c1 (configuration not stated),-13%,5%,5%,4%,2%,nt,nt,9%

# Assay outcomes deposited in PubChem by National Center for Advancing Translational Sciences (NCATS).
